PRC2 inh: EZH2/PRC2 methyltransferase inhibitors, primary screen, biochemical, DELFIA time-resolved fluorescence, single point; Histone-lysine N-methyltransferase EZH2 (Homo sapiens), Q15910; PRC2 H3K27 methylation, DELFIA TRF, 1 h; inhibition, % at 12.5 µM; 0.35% of 57,000 active; AID 651548, 2012;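 active = mean inhibition of replicates at least 50% and every single replicate also reaching 50%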;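 note: dimethyl H3K27 on biotinylated H3 21-44 peptide detected by antibody; plate controls were median neutral control wells for no effect and median positive control wells for full effect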
IDH1 mut inh: inhibitors of IDH1 R132H reductase, primary screen, biochemical, plate reader, single point; diaphorase/resazurin fluorescence, 60 min; inhibition, % at 10 µM; Isocitrate dehydrogenase [NADP] cytoplasmic (Homo sapiens), O75874; AID 624101, 2012; 0.18% of 70,000 active; in the data active = inhibition above about 34%;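 note: 0% = DMSO and 100% = no enzyme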
Target sequence (O75874 whole entry R132H): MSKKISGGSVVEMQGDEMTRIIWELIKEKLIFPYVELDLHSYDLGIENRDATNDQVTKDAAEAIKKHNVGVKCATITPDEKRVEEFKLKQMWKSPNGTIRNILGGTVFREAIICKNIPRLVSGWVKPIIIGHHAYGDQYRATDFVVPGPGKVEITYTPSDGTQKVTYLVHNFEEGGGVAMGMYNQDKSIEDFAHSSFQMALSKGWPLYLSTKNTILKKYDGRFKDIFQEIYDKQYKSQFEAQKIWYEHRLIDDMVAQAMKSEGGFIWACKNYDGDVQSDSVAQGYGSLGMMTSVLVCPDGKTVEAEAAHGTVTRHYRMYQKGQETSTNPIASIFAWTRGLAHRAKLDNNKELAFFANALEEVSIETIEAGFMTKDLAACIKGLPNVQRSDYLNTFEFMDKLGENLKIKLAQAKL
The depositor's hits bear a star; nt = no result given. The list is partial; rates above refer to the full screens.

A first look, seven compounds:
canonical_smiles,PRC2 inh,IDH1 mut inh
C[C@@H]1CN([C@@H](C)CO)C(=O)c2cc(C#CCN(C)C)cnc2O[C@@H]1CN(C)C(=O)CCN1CCCCC1,8,1.9
C[C@@H]1CN([C@@H](C)CO)C(=O)c2cccc(NC(=O)C3CCCCC3)c2O[C@@H]1CN(C)S(C)(=O)=O,9,nt
COc1cccc(S(=O)(=O)N(C)C[C@@H]2Oc3cc(C#CCC(C)C)ccc3S(=O)(=O)N([C@@H](C)CO)C[C@H]2C)c1,nt,-3.5
COc1ccc(C)cc1S(=O)(=O)N(C)CC(=O)Nc1cccc(C(F)(F)F)c1,-8,0.1
O=C(Nc1ccc2c(c1)[C@@H]1C[C@@H](CC(=O)N3CCOCC3)O[C@@H](CO)[C@@H]1O2)c1ccc2c(c1)OCO2,9,-0.3
CO[C@@H]1CN(C)C(=O)c2cc(NS(=O)(=O)CC(F)(F)F)ccc2OC[C@@H](C)N(C(=O)c2ccc3c(c2)OCO3)C[C@@H]1C,0,0.0
O=C(N[C@@H]1CC[C@@H](CC(=O)N2CCOCC2)O[C@H]1CO)c1cccc(F)c1,-1,0.2

The listing, repeating the preview:
canonical_smiles,PRC2 inh,IDH1 mut inh
C[C@@H]1CN([C@@H](C)CO)C(=O)c2cc(C#CCN(C)C)cnc2O[C@@H]1CN(C)C(=O)CCN1CCCCC1,8,1.9
C[C@@H]1CN([C@@H](C)CO)C(=O)c2cccc(NC(=O)C3CCCCC3)c2O[C@@H]1CN(C)S(C)(=O)=O,9,nt
COc1cccc(S(=O)(=O)N(C)C[C@@H]2Oc3cc(C#CCC(C)C)ccc3S(=O)(=O)N([C@@H](C)CO)C[C@H]2C)c1,nt,-3.5
COc1ccc(C)cc1S(=O)(=O)N(C)CC(=O)Nc1cccc(C(F)(F)F)c1,-8,0.1
O=C(Nc1ccc2c(c1)[C@@H]1C[C@@H](CC(=O)N3CCOCC3)O[C@@H](CO)[C@@H]1O2)c1ccc2c(c1)OCO2,9,-0.3
CO[C@@H]1CN(C)C(=O)c2cc(NS(=O)(=O)CC(F)(F)F)ccc2OC[C@@H](C)N(C(=O)c2ccc3c(c2)OCO3)C[C@@H]1C,0,0.0
O=C(N[C@@H]1CC[C@@H](CC(=O)N2CCOCC2)O[C@H]1CO)c1cccc(F)c1,-1,0.2
COCCNC(=O)C[C@@H]1C[C@H]2c3cc(NC(=O)CN(C)C)ccc3O[C@H]2[C@H](CO)O1,4,-2.0
C[C@H](CO)N1C[C@H](C)[C@@H](CN(C)Cc2ccncc2)Oc2cc(C#C[C@@H](C)O)ccc2S1(=O)=O,-1,nt
C[C@H]1CN([C@@H](C)CO)C(=O)c2ccccc2-c2ccccc2CO[C@@H]1CN(C)CC1CC1,5,-3.1
CNC[C@H]1OCCCC[C@H](C)Oc2ccc(NC(=O)Nc3ccccc3)cc2C(=O)N([C@H](C)CO)C[C@@H]1C,0,3.1
O=C(N[C@@H]1CC[C@H](CCNS(=O)(=O)Cc2ccccc2)O[C@H]1CO)c1ccccc1F,1,0.1
CO[C@H]1CN(C)C(=O)c2cc(NC(=O)c3cc(C)on3)ccc2OC[C@H](C)N(C)C[C@@H]1C,-5,0.1
CO[C@]12C[C@@H](COC(=O)c3cncc(Br)c3)CN(C)[C@@H]1Cc1cn(C)c3cccc2c13,-16,-1.2
Cc1ccc(S(=O)(=O)N[C@H]2CC[C@H](CC(=O)N3CCC(Cc4ccccc4)CC3)O[C@H]2CO)cc1,-8,-0.2
COc1ccc(S(=O)(=O)N(C)C[C@@H]2OCc3cnnn3CCCC(=O)N([C@@H](C)CO)C[C@H]2C)cc1,-1,-1.8
CO[C@H]1CN(C)C(=O)c2ccc(NC(=O)c3nc4ccccc4s3)cc2OC[C@@H](C)N(Cc2cccnc2)C[C@@H]1C,-33,nt
C[C@H](CO)N1C[C@H](C)[C@@H](CN(C)S(C)(=O)=O)Oc2ccc(NS(C)(=O)=O)cc2CC1=O,nt,4.6
Cc1noc(C)c1S(=O)(=O)N(C)C[C@@H]1Oc2ccc(NC(=O)C3CCCCC3)cc2CC(=O)N([C@@H](C)CO)C[C@H]1C,nt,2.0
Cc1ccc(-c2cnc3c(c2)C(=O)N([C@@H](C)CO)C[C@@H](C)[C@H](CN(C)Cc2ccccc2C(=O)O)O3)cc1,-4,-0.3
COc1cccc(C#Cc2cnc3c(c2)C(=O)N([C@@H](C)CO)C[C@H](C)[C@@H](CN(C)C(=O)C2CC2)O3)c1,4,nt
C[C@@H]1CN([C@H](C)CO)C(=O)c2cc(NC(=O)CCC(F)(F)F)ccc2O[C@@H](C)CCCCO[C@H]1CN(C)C(=O)Nc1ccc(F)cc1,nt,0.6
C[C@H](CO)N1C[C@H](C)[C@H](CN(C)Cc2ccncc2)Oc2c(NC(=O)c3ccc(-c4nccs4)cc3)cccc2C1=O,nt,-0.7
C[C@@H]1CCCCO[C@H](CN(C)Cc2ccc(C(F)(F)F)cc2)[C@H](C)CN([C@H](C)CO)C(=O)c2cc(NS(C)(=O)=O)ccc2O1,nt,-3.6
C[C@H]1CN([C@@H](C)CO)C(=O)CCCn2cc(nn2)CO[C@H]1CN(C)C(=O)c1ccncc1,-3,nt
CCCC#Cc1cnc2c(c1)C(=O)N([C@@H](C)CO)C[C@@H](C)[C@H](CN(C)C(=O)Nc1ccccc1OC)O2,2,nt
O=C(N[C@@H]1CC[C@H](CC(=O)N2CCCCC2)O[C@@H]1CO)c1ccc2c(c1)OCO2,4,0.2
C[C@H](O)C#Cc1ccc2c(c1)O[C@H](CN(C)C(=O)c1ccncc1)[C@@H](C)CN([C@H](C)CO)S2(=O)=O,-1,3.8
CC(C)NC(=O)N(C)C[C@@H]1Oc2c(NC(=O)Nc3ccc4c(c3)OCO4)cccc2C(=O)N([C@H](C)CO)C[C@@H]1C,nt,-0.1
CCC(=O)N1C[C@H](C)[C@H](OC)CN(C)C(=O)c2ccc(NC(=O)Nc3cccc(F)c3)cc2OC[C@H]1C,-4,0.2
CO[C@@H]1CN(C)C(=O)c2cc(NS(C)(=O)=O)ccc2OC[C@@H](C)N(C)C[C@@H]1C,5,0.2
COc1ccc(NC(=O)N(C)C[C@@H]2Oc3ccc(N(C)C)cc3CC(=O)N([C@@H](C)CO)C[C@@H]2C)cc1,8,-4.3
Cc1noc(C)c1NC(=O)N(C)C[C@H]1Oc2c(NC(=O)NC3CCCCC3)cccc2C(=O)N([C@H](C)CO)C[C@@H]1C,nt,0.8
CS(=O)(=O)N(CC(=O)O)Cc1ccc(Cl)cc1,-3,0.3
COc1ccc(CN(C)C[C@@H]2Oc3c(NC(=O)NC(C)C)cccc3C(=O)N([C@@H](C)CO)C[C@@H]2C)cc1,7,-1.6
CN(C)CCCNC(=O)C[C@@H]1CC[C@H](NC(=O)Cc2cccnc2)[C@@H](CO)O1,1,0.1
O=C(CSc1ncnc2sc3c(c12)CCC3)Nc1ccc(Cl)cc1,1,-0.2
COc1ccc(NC(=O)CSc2nc3ccccc3[nH]2)cc1Cl,-23,-0.2
O=C(Cn1c(=O)oc2ccccc21)Nc1sc2c(c1C(=O)O)CCCC2,19,-0.4
Cc1ccccc1NC(=O)CSc1nc(Nc2ccccc2)nc(N2CCOCC2)n1,-6,-0.4
Cc1ccc(S(=O)(=O)Nc2ccc3c(c2)C(=O)N([C@H](C)CO)C[C@@H](C)[C@H](CN(C)S(=O)(=O)c2ccc(Cl)cc2)OCCCC[C@@H](C)O3)cc1,nt,-3.1
CCOc1ccc(NC(=O)Cn2cnc3scc(-c4ccc(C)cc4)c3c2=O)cc1,-13,0.1
COc1ccc(S(=O)(=O)NCc2ccco2)cc1-c1nnc2c3ccccc3c(C)nn12,-5,0.4
C[C@@H]1CN([C@@H](C)CO)C(=O)c2cc(NC(=O)c3ccncc3)ccc2O[C@@H](C)CCCCO[C@H]1CN(C)C(=O)CCCN(C)C,nt,1.3
CC(C)NC(=O)N(C)C[C@H]1Oc2ccc(NC(=O)C3CC3)cc2C(=O)N([C@H](C)CO)C[C@@H]1C,-3,2.0
CS(=O)(=O)Nc1ccc2c(c1)[C@H]1C[C@@H](CC(=O)NCc3ccccc3)O[C@@H](CO)[C@H]1O2,3,-0.2
C[C@H](CO)N1C[C@H](C)[C@@H](CN(C)S(C)(=O)=O)OCCCC[C@H](C)Oc2ccc(NC(=O)CCC(F)(F)F)cc2C1=O,1,nt
O=C(O)C[C@@H]1C[C@H]2c3cc(NS(=O)(=O)c4ccc(F)cc4)ccc3O[C@H]2[C@H](CO)O1,4,1.2
C[C@@H](NC(=O)C[C@@H]1C[C@H]2c3cc(NC(=O)NC4CCCC4)ccc3O[C@H]2[C@H](CO)O1)c1ccccc1,-2,-0.1
O=C(C[C@@H]1C[C@@H]2c3cc(NC(=O)Nc4ccc(F)cc4)ccc3O[C@@H]2[C@H](CO)O1)NC1CCCCC1,-10,-0.4

(further entries)
canonical_smiles,PRC2 inh,IDH1 mut inh
C[C@H]1CN([C@@H](C)CO)C(=O)Cc2cc(NS(=O)(=O)c3ccccc3)ccc2O[C@@H]1CN(C)Cc1ccncc1,6,7.4
Cc1sc(NC(=O)COc2ccc(Cl)cc2Br)c(C(N)=O)c1C,19,-0.2
C[C@H]1CN([C@@H](C)CO)C(=O)c2cccc(NC(=O)c3ccncc3)c2O[C@@H]1CN(C)CC1CCCCC1,-4,1.2
COc1ccc(S(=O)(=O)Nc2ccc3c(c2)C(=O)N([C@H](C)CO)C[C@@H](C)[C@H](CN(C)Cc2ccncc2)OCCCC[C@H](C)O3)cc1,nt,14
C[C@@H]1CCCCO[C@@H](CN(C)S(=O)(=O)c2ccc(F)cc2)[C@@H](C)CN([C@@H](C)CO)C(=O)c2cc(N(C)C)ccc2O1,3,nt
CCOC(=O)c1c(NC(=O)COc2cccc(Cl)c2)sc(C)c1C,-6,0.4
CNC[C@@H]1Oc2c(NS(=O)(=O)c3ccccc3)cccc2C(=O)N([C@@H](C)CO)C[C@@H]1C,nt,-3.4
CCSc1nc2ccccc2n1Cc1nc(N)nc(N(C)C)n1,5,-0.3
CC(C)(C)OC(=O)Nc1ccc(/C=N/NC(=O)c2cccc(C(=O)NO)c2)cc1,3,nt
O=C(CCN1C(=O)C2C3C=CC(C4CC34)C2C1=O)Nc1ccc(Cl)cc1O (stereo not given),4,-0.2
C[C@H](CO)N1C[C@H](C)[C@@H](CN(C)CC2CCCCC2)Oc2c(NS(=O)(=O)c3cn(C)cn3)cccc2C1=O,-14,nt
COc1cc(OC)c(C(=O)NCCCN2CCOCC2)cc1OC,1,-0.9
COCC#Cc1ccc2c(c1)O[C@@H](CN(C)C(=O)CC1CC1)[C@H](C)CN([C@H](C)CO)S2(=O)=O,-12,-1.9
O=C(C[C@@H]1C[C@H]2c3cc(NC(=O)CC4CC4)ccc3O[C@H]2[C@H](CO)O1)NCc1ccccc1,-1,-0.4
CO[C@@H]1CN(C)C(=O)c2cc(NC(=O)C3CCOCC3)ccc2OC[C@@H](C)N(CC2CCCCC2)C[C@H]1C,-22,0.5
Cc1ccc(S(=O)(=O)NCC[C@@H]2CC[C@H](NC(=O)CCN3CCCCC3)[C@@H](CO)O2)cc1,1,-0.4
C[C@H]1CN([C@@H](C)CO)C(=O)Cc2cc(NC(=O)C3CC3)ccc2O[C@@H]1CN(C)Cc1ccc2c(c1)OCO2,8,2.8
O=C(CSC1CC(=O)N(c2ccc(Cl)cc2)C1=O)Nc1ccc(Cl)cc1 (stereo not given),nt,0.6
C[C@@H]1CN([C@H](C)CO)C(=O)c2cc(NC(=O)Nc3ccc(C(F)(F)F)cc3)ccc2O[C@@H](C)CCCCO[C@H]1CN(C)Cc1ccc(Cl)c(Cl)c1,nt,2.5
Cc1cc(C(=O)Nc2cccc3c2O[C@H](CN(C)Cc2ccc(C(=O)Nc4ccccc4N)cc2)[C@H](C)CN([C@H](C)CO)C3=O)n(C)n1,-4,nt
C[C@@H]1CN([C@H](C)CO)C(=O)c2cc(C#CC3(O)CCCC3)cnc2O[C@H]1CN(C)C(=O)Cc1ccccc1,nt,-0.1
C[C@H](CO)N1C[C@H](C)[C@H](CN(C)C(=O)C2CCCCC2)OCCCC[C@H](C)Oc2ccc(NC(=O)c3ccncc3)cc2C1=O,-3,3.8
CNC[C@@H]1Oc2c(NC(=O)Nc3ccccc3)cccc2C(=O)N([C@@H](C)CO)C[C@@H]1C,7,0.8
CCCCCCC/C=N/NC(=O)CCCCCC(=O)O,25,nt
CC(C)(C)OC(=O)CC[C@]12N=C(c3ccc(OCCCO)cc3)O[C@H]1c1ccccc1CN(Cc1ccccc1)C2=O,32,nt
C[C@H](CO)N1C[C@H](C)[C@H](CN(C)S(=O)(=O)c2cccc(F)c2)Oc2ncc(C#Cc3cccc(F)c3)cc2C1=O,-3,0.1
CCOC(=O)c1c(C)n(C)c2ccc(OCC(N)=O)cc12,-4,-0.3
CO[C@H]1CC[C@@H]2CCN(C)C(=O)[C@H](C)[C@H](OC)CN(C)C(=O)c3cccc(C#N)c3OC[C@@H]1O2,-3,0.2
Cc1noc(C)c1S(=O)(=O)Nc1ccc2c(c1)C(=O)N([C@H](C)CO)C[C@@H](C)[C@@H](CN(C)S(C)(=O)=O)O2,nt,0.2
Cc1cc(C)cc(NC(=O)CSc2nc3ccccc3s2)c1,38,0.4
